WRN helicase inh: blocks human WRN helicase. AID 651768. Q14191. 0.46% of 360,000 active. Potency, µM (doses to about 114 µM), for inactives: at the top dose activity change, negative = inhibition, hits mostly inhibitors. WRN helicase unwinding, fluorescent forked duplex, kinetic; further: potency means the concentration at half of the fitted maximal effect; on the % scale 0 is the no-effect control and ±100 the full control effect; nearly all actives have a fitted effect of over 55% in size
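Kinetic red-fluorescence monitoring (525/598 nm) tracks WRN helicase activity after 100 nM fluorophore-quencher forked duplex and 2 mM ATP are added to 20 nM enzyme pretreated 15 min at room temperature with compound.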
PLK1 PBD inh: blocks phosphopeptide binding to human PLK1 polo-box domain; P53350; Plk1 PBD binding of FITC phosphopeptide, fluorescence polarization; Potency, µM, without a hit: max response, negative = inhibition, actives largely listed as inhibitors; 2.8% of 360,000 active; AID 720504; further: potency means the concentration at half of the fitted maximal effect; series mostly up to about 57 µM; on the % scale 0 is the no-effect control and ±100 the full control effect; nearly all actives have a fitted effect of over 65% in size
EPAC2 antag: antagonists of human EPAC2. Q8WZA2. EPAC2 GEF exchange of Rap1B-BODIPY-GDP, fluorescence. Potency, µM (series often up to 114 µM), for the others: at the top dose activity, negative = inhibition, usual class: inhibitors. 0.18% of 360,000 active; further: potency means the concentration at half of the fitted maximal effect; on the % scale 0 is the no-effect control and ±100 the full control effect; nearly all actives have a fitted effect of over 45% in size; many of its hits are not listed in these tables
Target sequence (Q8WZA2 whole entry, looked up): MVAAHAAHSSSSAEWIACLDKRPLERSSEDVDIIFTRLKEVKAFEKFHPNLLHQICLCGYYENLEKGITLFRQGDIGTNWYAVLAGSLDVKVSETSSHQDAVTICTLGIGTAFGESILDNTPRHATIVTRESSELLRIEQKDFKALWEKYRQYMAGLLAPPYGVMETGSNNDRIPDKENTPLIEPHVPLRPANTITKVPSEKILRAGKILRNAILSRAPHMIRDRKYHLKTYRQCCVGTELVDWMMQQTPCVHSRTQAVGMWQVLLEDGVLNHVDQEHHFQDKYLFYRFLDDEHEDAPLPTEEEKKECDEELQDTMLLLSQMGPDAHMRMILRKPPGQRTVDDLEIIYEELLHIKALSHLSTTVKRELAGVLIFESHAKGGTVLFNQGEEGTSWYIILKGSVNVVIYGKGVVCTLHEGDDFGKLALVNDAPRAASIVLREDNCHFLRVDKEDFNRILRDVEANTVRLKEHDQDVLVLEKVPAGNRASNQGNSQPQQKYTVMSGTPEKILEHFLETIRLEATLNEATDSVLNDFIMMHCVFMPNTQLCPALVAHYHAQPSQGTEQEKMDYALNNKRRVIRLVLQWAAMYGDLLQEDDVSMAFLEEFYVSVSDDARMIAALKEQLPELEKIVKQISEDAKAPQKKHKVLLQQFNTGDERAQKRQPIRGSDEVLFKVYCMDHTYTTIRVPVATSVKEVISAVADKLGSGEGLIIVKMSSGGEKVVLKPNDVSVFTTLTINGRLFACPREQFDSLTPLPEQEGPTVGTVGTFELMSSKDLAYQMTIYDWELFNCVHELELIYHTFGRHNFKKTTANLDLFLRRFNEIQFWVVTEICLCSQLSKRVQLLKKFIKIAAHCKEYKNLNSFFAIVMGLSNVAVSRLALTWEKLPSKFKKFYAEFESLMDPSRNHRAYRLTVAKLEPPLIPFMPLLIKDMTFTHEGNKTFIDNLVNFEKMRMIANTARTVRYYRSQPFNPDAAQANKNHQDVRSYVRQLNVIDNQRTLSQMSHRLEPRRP
CCT modulator: cytosolic chaperonin activity modulation | activity change, % (test concentration not listed), hits read low | purified chaperonin ATPase assay, HTRF ADP detection, 30 min | 0.3% of 360,000 active; in the data active means activity change below about -30%; further: on the % scale 0 is the no-effect control and ±100 the full control effect
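TRiC (40 or 20 nM final, by batch activity) in 30 mM Tris pH 7.4, 100 mM KCl, 5 mM MgCl2, 1 mM DTT was treated with compound at 76 uM single dose, then 10 uM ATP, 30 min at 37 °C. ADP was read by HTRF Transcreener.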
EPAC1 agonist: activates human EPAC1 exchange factor; AID 720707; EPAC1 agonist qHTS, biochemical assay; response scale: 100% = response to 6.5 mM cAMP; 0.073% of 360,000 active; Potency, µM (titrated, usually from 154 µM), inactives show at the highest dose activation, actives largely listed as activators; O95398; further: potency means the concentration at half of the fitted maximal effect; nearly all actives have a fitted effect of over 60% in size
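Nucleotide exchange by EPAC1 (100 nM) on Rap1B–BODIPY-GDP (250 nM) in the presence of 50 uM GDP is tracked fluorescently at 480/540 nm over 30 min. Signals are normalized to a 6.5 mM cAMP control.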
PI5P4K alpha inh: PI5P4K alpha (human) kinase inhibition. P48426. AID 652105. PI5P4Kalpha enzyme, ADP-Glo luminescence, 60 min; active compounds read low. 1.2% of 330,000 active. max response, %; active means max response of -50% or lower; inconclusive means between -30% and -50%; inactive means -30% or higher; further: value at the top dose of about 77 µM; on the % scale 0 is the no-effect control and ±100 the full control effect
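Compounds were pin-transferred onto PI5P4Kalpha and substrate in HEPES pH 7.4 buffer with EGTA, CHAPS and 5% DMSO. ATP (5 microM final) started the reaction, which ran 60 minutes at room temperature before ADP-Glo detection.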
MmCpn inh: M. maripaludis TRiC chaperonin inhibition. purified Mm-Cpn ATPase, ADP Transcreener TR-FRET. Potency, µM (titrated, usually from 76.9 µM), for the others: top-dose activity, negative = inhibition, usual class: inhibitors. 0.031% of 330,000 active; further: potency means the concentration at half of the fitted maximal effect; on the % scale 0 is the no-effect control and ±100 the full control effect; nearly all actives have a fitted effect of over 80% in size
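25 nM Mm-CPN + cpd, 10 min 37°C; + 10 uM ATP, 30 min 37°C; buffer 30 mM Tris pH 7.4, 100 mM KCl, 5 mM MgCl2, 1 mM DTT; Transcreener ADP HTRF detection 30 min RT.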
EPAC1 antag: antagonists of human EPAC1 | EPAC1 GEF assay, Rap1b-BODIPY-GDP exchange fluorescence | Potency, µM (highest dose often 115 µM), for inactives: top-dose activity change, negative = inhibition, most hits filed as inhibitors | 0.14% of 360,000 active | AID 720709 | O95398;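 further: potency means the concentration at half of the fitted maximal effect; plate controls were vehicle for no effect and positive control for full effect; nearly all actives have a fitted effect of over 50% in size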
Numbers without * were called inactive; ? = inconclusive; . = not tested or not shown; [ ] = dose if it differs, or a comment. Unless noted, the call rests on the fitted dose curve; in most records, active means well fitted curve in the direction sought with a large enough effect; inconclusive means small, poorly fitted or top-dose-only effect, or another doubt; inactive means no such curve, though single readings can be large; an effect the other way counts as inactive or inconclusive. Only part of the results is shown; rates above refer to the full screens.

mol,WRN helicase inh,PLK1 PBD inh,EPAC2 antag,CCT modulator,EPAC1 agonist,PI5P4K alpha inh,MmCpn inh,EPAC1 antag
COc1c(N2CCN(C(=S)Nc3ccc(F)cc3)C(C)C2)c(F)cc2c(=O)c(C(=O)O)cn(C3CC3)c12 (stereo not given),2%,-13%,-2%,0.0,0%,1,1%,-7%
Cc1c(C=NCCOCc2ccccc2)cnn1C,0%,-5%,6%,1.6,-4%,-7,1%,2%
CCc1ccccc1NC(=O)c1ccc(S(=O)(=O)N2CCCC2)cc1,5%[57.1 µM],-5%,10%,-3.3,4%,10,1%,-6%
CCOC(=O)c1c(-c2ccccc2)c[nH]c1C,10%,-17%,-12%,-3.0,-1%,-2,.,-2%
OC(CN1CCOCC1)Cn1c2ccccc2c2ccccc21 (stereo not given),-2%,-9%,0%,-2.9,6%,4,2%,-11%
O=C(CNc1cccc([N+](=O)[O-])c1)NCCCc1ccccc1,-23%,-5%,-24%,1.1,-1%,7,0%,?
Cc1ccccc1S(=O)(=O)NC(=O)C1(C)CCN1C(=O)Cc1cccs1 (stereo not given),6%[57.1 µM],-17%,4%,-1.1,-11%,2,.,-20%
Nc1n[nH]c(N)c1N=Nc1ccc(Cl)cc1Cl,-4%,-4%,2%,-3.5,4%,4,-1%,9%
O=C(Nc1ccccc1)N(CCCN1CCOCC1)Cc1ccccc1F,4%,-1%,9%,-5.9,-6%,-7,1%,9%
Cc1ccc(-n2cnnn2)cc1Cl,2%,-12%,-4%,-3.0,12%,2,2%,15%
CC(C)c1ccc(NC(=O)CNS(=O)(=O)c2ccc(F)cc2)cc1,-6%,-8%,12%,-0.6,4%,-1,2%,-4%
Cc1cc(/C(=N/O)C(C)(C)NO)ccc1Cl,14%,-6%,7%[57.1 µM],1.2,-9%,2,0%,11%
Cc1c(C)n(CCc2ccccc2)c2ncnc(NCCCN(C)C)c12,6%,1%,-2%,1.6,0%,-1,1%,-7%
CSc1ccccc1OCc1cc(C(=O)N2CCN(c3ncccn3)CC2)no1,-12%,-12%,-3%,0.2,13%,-5,-9%,9%
Cc1cc(C(=O)Nc2ccccc2)oc1C,-4%,-6%,3%,1.0,-8%,2,-5%,-8%
Cc1ccc(C(C)C)c(OCC(=O)NN2C(=O)c3ccccc3C2=O)c1,-3%,-8%,-23%,-0.7,10%,6,1%,-17%
COc1ccc(NC(=O)c2ccc3c(c2)NC(=O)CO3)cc1OC,-1%,-12%,1%,-3.1,5%,3,-2%,-21%
Cc1ccc(S(=O)(=O)N2CCCCC2)cc1NC(=O)Cn1cc(C(F)(F)F)ccc1=O,4%,-11%,2%,-0.1,0%,0,-3%,-18%
CCOC(=O)CSc1n[nH]c(=S)s1,-16%,27µM*,1%,-2.1,4%,?,0%,-6%
COc1ccc(OC)c(S(=O)(=O)NCC(c2ccco2)N2CCc3ccccc3C2)c1 (stereo not given),7%,-6%,3%,-1.8,10%,-3,-2%,8%
COC(=O)c1c(NC(=O)CSc2nnc(Cn3nnc4ccccc43)n2C)sc(C)c1C,-16%,-3%,10%,-1.0,-4%,.,0%,-1%
CC(C(=O)N=Nc1c(O)[nH]c2ccccc12)n1cnc2ccccc2c1=O (stereo not given),0%,-12%,-3%,-2.1,-2%,0,0%,-14%
CCOP(=O)(OCC)C(NC(=O)Nc1ccc(Cl)cc1)C(=O)N(CC)CC (stereo not given),9%,-11%,-6%[57.1 µM],1.0,2%,-2,0%,-6%
O=C(Nc1cccnc1)/C(N=Nc1cccnc1)=C(\O)c1ccccc1,-4%,-11%,9%,-1.3,11%,-11,2%,10%
NC(=O)C1CCN(C(=O)CCCCCn2c(=O)[nH]c3ccsc3c2=O)CC1,-2%,5%,-2%,-0.7,1%,.,1%,7%
Cc1cccc(N(CC(=O)NC2CCCC2)C(=O)CCC(=O)Nc2nc(C)cs2)c1,6%[57.1 µM],3%,8%,2.2,0%,-3,1%,5%
N#Cc1c(NC(=O)COC(=O)C2=COCCO2)sc2c1CCCC2,-4%,0%,1%,-1.7,0%,?,.,-5%
CC(C)(C)n1nc2c(c1NC(=O)c1c(F)cccc1F)CS(=O)(=O)C2,-4%[57.1 µM],-6%,1%,-2.1,2%,3,0%,13%
CCCn1c(/C=C/c2ccccc2)nc2ccccc21,-1%,-1%,-3%,1.1,7%,.,0%,6%
O=C(NCCO)c1ccc2c3n(nc2c1)-c1ccccc1CO3,-3%,-2%,-4%,-0.8,4%,-24,-3%,-7%
COc1ccc(CC(=O)N2CCN(c3ccc(F)cc3)CC2)cc1,5%,-9%,-1%,-0.3,2%,-1,3%,?
O=C(NCC(=O)N(c1ccc(F)cc1)C(C(=O)NCC1CCCO1)c1ccccc1)c1ccco1 (stereo not given),-1%,-2%,1%,-0.2,4%,1,-3%,2%
CCOCCCN1C(=O)CN(C2CCCCCC2)C(=O)C1c1ccc(OC)cc1 (stereo not given),5%,-19%,1%,-3.0,-2%,.,-2%,11%
CCOc1ccc(NC(=O)c2ccc(-n3cccn3)nc2)cc1,13%,-3%,-2%,-0.5,-9%,-2,0%,-9%
Cn1cc(Cl)c(C(=O)Nc2nc3ccc([N+](=O)[O-])cc3s2)n1,-22%[57.1 µM],-14%,1%,-0.9,1%,-2,0%,16%
COc1ccc(S(=O)(=O)NCC(=O)N(Cc2ccco2)C(C(=O)NC(C)(C)C)C(C)C)cc1 (stereo not given),-1%,1%,-5%,-1.3,-6%,28,2%,2%
CCOc1ccc(NC(=S)N(CCCN2CCOCC2)Cc2cn(C)c3ccccc23)cc1,-33%[57.1 µM],-1%,-14%,-2.7,6%,8,-5%,22%
C/C(=N\NC(=O)COc1cccc(Br)c1)c1ccc2c(c1)OCCO2,0%,2%,4%,-0.5,9%,-2,2%,41%[activator]
CCOC(=O)N1CCN(C(=O)CCc2ccccc2)CC1,11%,8%,-6%,-1.5,-1%,0,3%,-23%
CC(C)CN1CCN(Cc2c[nH]c3ccccc23)CC1CCO (stereo not given),0%,0%,-9%,-2.3,15%,2,-2%,-10%

One compound at a time, from the list above:
CCOc1ccc(NC(=O)c2ccc(-n3cccn3)nc2)cc1 across the screens: WRN helicase inh: 13%; PLK1 PBD inh: -3%; EPAC2 antag: -2%; CCT modulator: -0.5; EPAC1 agonist: -9%; PI5P4K alpha inh: -2; MmCpn inh: 0%; EPAC1 antag: -9%
C/C(=N\NC(=O)COc1cccc(Br)c1)c1ccc2c(c1)OCCO2 across the screens: WRN helicase inh: 0%; PLK1 PBD inh: 2%; EPAC2 antag: 4%; CCT modulator: -0.5; EPAC1 agonist: 9%; PI5P4K alpha inh: -2; MmCpn inh: 2%; EPAC1 antag: 41%[activator]

More results:
mol,WRN helicase inh,PLK1 PBD inh,EPAC2 antag,CCT modulator,EPAC1 agonist,PI5P4K alpha inh,MmCpn inh,EPAC1 antag
Cc1cc(C)cc(NC(=O)Cn2nnc3ccccc3c2=O)c1,2%,-7%,1%,-3.8,8%,3,3%,7%
CC(=O)N1CCN(C(=S)NC(=O)c2ccc(S(=O)(=O)N3CCOCC3)cc2)CC1,0%,-23%,11%,0.3,6%,-20,1%,8%
Cc1cnc(C(=O)OCC(=O)Nc2ccc(C)c(S(=O)(=O)N3CCCCC3)c2)cn1,-7%,4%,5%,1.1,-1%,0,0%,8%
CON(C)S(=O)(=O)c1ccc2c(c1)N(Cc1ccc(C)cc1)C(=O)C1CCCN21 (stereo not given),5%,-17%,-5%,-7.9,-14%,-25,-10%,4%
COc1ccc(S(=O)(=O)N2CCCN(C)CC2)cc1,21%,-8%,1%,1.4,-2%,3,-1%,9%
OC(c1ccc(F)c(F)c1)c1nc(-c2ccc(F)c(Cl)c2)cs1 (stereo not given),-5%,-6%,-23%,-0.7,5%,-8,.,-10%
CCCCn1c(SCC(=O)OCC)nc2c1c(=O)[nH]c(=O)n2C,-4%,27µM*,-1%,-14,-7%,-4,0%,-13%
COc1ccc2c(C)nc(Nc3nc(C)c(C)c(=O)[nH]3)nc2c1,2%[57.1 µM],5%,-8%,-0.9,6%,.,1%,-12%
COc1cc(C(=O)NC(C)CCn2cccn2)ccc1OC1CCN(C(C)=O)CC1 (stereo not given),-13%,-1%,10%,-2.5,-12%,-6,-15%,3%
CCOC(=O)CSc1nc(-c2ccccc2)nc2c1oc1ccccc12,-4%,-9%,-5%,-1.2,5%,11,2%,2%
CCN(CC)CC(=O)c1ccc(-c2ccccc2)cc1,-23%,?,16%,1.5,-5%,.,-3%,2%
Cc1ccc(S(=O)(=O)N2CCN(S(=O)(=O)N(C)C)CC2)c(C)c1,-4%,-10%,-2%,1.5,5%,.,-1%,-2%
O=C(C1CCCC1)N1CCN(S(=O)(=O)c2ccc(Cl)cc2)CC1,6%,0%,4%,0.6,-4%,-5,4%,-13%
C=CCn1c(CCC(=O)Nc2ccc(C)c(Cl)c2)nnc1SCC(=O)Nc1ccccc1C,-6%,-3%,-2%,-1.6,1%,.,1%,-4%
CCC(C)c1c(O)nc(SCC(=O)N2CCOCC2)[nH]c1=O (stereo not given),-17%,-12%,-12%,0.2,3%,.,1%,-10%
CCNC(=S)NNC(=O)CSc1nc2ccccc2n1C,-17%,-15%,5%,0.6,-1%,-9,-4%,?
Cc1ccc(OCCNC(=O)c2cc(C3CC3)nc3c2cnn3C(C)C)cc1,5%,-12%,-11%,-2.4,-4%,1,-1%,3%
O=c1c2[nH]c3ccccc3c2ncn1CCN1CCNCC1,-9%,-5%,-3%,-0.2,-1%,5,-3%,-6%
COc1ccc(OC)c(-c2csc(NC(=O)C3=NN(c4ccccc4)C(=O)CC3)n2)c1,-3%,-11%,-16%,-2.5,8%,-12,-9%,4%
Cc1ccc(NC(=O)C2C3C=CC(O3)C2C(=O)O)cc1C (stereo not given),4%[57.1 µM],4%,4%,0.8,-1%,-1,1%,-4%
Cc1ccc(N2C(N)=NC(N)=NC23CCCC3)c(C)c1,-21%,-5%,9%,-0.4,9%,8,-1%,1%
O=C(COC(=O)c1ccccc1)NCCCCc1ccccc1,-8%,-1%,-9%,-1.5,-2%,-10,.,-6%
CNC(=O)COc1ccc(Nc2nnc(C)c3ccccc23)cc1,?,-2%,-2%,-4.3,6%,5,0%,7%
Cc1onc(-c2ccccc2)c1C(=O)c1c[nH]c(C(=O)NCc2ccccn2)c1,?,-15%,?,-0.2,2%,-2,-4%,-20%
O=c1[nH]cnc2sc3c(c12)CCN(Cc1ccccc1)C3,-9%,-16%,-2%,-0.8,1%,-1,0%,1%
